# Screens as filed in PubChem BioAssay.
# proCasp7 act: counter-screen for procaspase-3 activators: activators of human procaspase-7; P55210; recombinant procaspase-7, Ac-DEVD-pNA absorbance 405 nm; D23A/D198A/D206A triple mutant, cannot self-cleave; scale: DMSO 0, 5 µM enzyme 100; activation, % at 8.5 µM; 0.093% of 330,000 active; AID 463210;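 active means percent activation above the screen-wide mean plus 3 SD, cut at about 25% in these data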
#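 Assay system: Uncleavable procaspase-7 mutant enzyme / Input: 2 µM procaspase-7 mutant as dispensed / Dosing: single nominal 8.5 µM compound dose, 0.8% DMSO final / Timing: 1 h enzyme–compound preincubation and 2 h substrate reaction, both 25 °C / Detection: p-Nitroaniline absorbance at 405 nm, read at 0 and 120 min / Replication: singlicate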
# GRK2 inh: inhibitors of human GRK2 displacing RNA aptamer; P25098; bead flow cytometry, FAM-aptamer displacement from GRK2; inhibition of aptamer binding, % at 10 µM; 0.59% of 330,000 active;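 active means inhibition of aptamer binding above 40%, roughly 3 SD of noise, on plates passing a quality check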;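 further: median bead fluorescence of bound FAM aptamer so fluorescent compounds give negative values; no value below 0 was filed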
# Target sequence (P25098 whole entry, looked up): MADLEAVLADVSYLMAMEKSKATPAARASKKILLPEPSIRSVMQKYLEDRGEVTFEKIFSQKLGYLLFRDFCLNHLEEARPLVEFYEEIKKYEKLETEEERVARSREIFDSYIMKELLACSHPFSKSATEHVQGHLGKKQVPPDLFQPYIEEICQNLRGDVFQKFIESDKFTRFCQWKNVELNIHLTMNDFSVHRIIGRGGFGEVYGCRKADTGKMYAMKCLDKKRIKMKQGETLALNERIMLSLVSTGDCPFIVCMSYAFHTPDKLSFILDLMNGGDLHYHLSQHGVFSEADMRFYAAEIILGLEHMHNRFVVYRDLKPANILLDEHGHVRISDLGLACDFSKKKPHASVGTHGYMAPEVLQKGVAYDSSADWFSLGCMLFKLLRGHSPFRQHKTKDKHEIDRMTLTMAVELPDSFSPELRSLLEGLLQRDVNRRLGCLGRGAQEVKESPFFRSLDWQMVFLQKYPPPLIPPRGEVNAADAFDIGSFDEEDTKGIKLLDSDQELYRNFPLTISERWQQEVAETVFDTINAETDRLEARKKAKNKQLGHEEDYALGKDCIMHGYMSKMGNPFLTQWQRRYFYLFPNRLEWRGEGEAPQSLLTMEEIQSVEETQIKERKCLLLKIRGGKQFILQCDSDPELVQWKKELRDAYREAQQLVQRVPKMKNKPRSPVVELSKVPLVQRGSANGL
# proCasp3 act: activates human procaspase-3 | P42574 | recombinant procaspase-3 D3A, Ac-DEVD-pNA absorbance 405 nm | activation, % at 8.5 µM | 0.11% of 330,000 active;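 active means activation above the mean of all tested compounds plus 3 SD, cut at about 21% in these data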;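 further: 0% = DMSO alone and 100% = DMSO wells spiked with extra 5 µM PC-3 D3A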
# Target sequence (P42574 whole entry D9A/D28A/D175A): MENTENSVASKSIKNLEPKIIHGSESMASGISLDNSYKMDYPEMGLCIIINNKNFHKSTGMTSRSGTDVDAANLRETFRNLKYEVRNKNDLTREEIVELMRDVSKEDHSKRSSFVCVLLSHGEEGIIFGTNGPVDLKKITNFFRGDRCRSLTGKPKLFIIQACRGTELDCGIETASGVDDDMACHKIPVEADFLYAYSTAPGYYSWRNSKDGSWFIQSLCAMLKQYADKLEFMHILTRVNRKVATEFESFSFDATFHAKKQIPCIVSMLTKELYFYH
#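 Assay system – Procaspase-3 D3A mutant, all three cleavage aspartates alanine · Controls – DMSO-only low control, 5 µM PC-3 D3A high control · Schedule – 1 h compound preincubation, 2 h substrate hydrolysis at 25 °C · Signal – 405 nm absorbance of p-nitroaniline, reads at 0 and 120 min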
# An asterisk follows results filed as active. Not all compounds are listed; rates above refer to the full screens.
nr	SMILES	proCasp7 act	GRK2 inh	proCasp3 act
1	CC(C)N(C(=O)[C@H]1C[C@H](CC(=O)NCc2cccc(C(F)(F)F)c2)C(=O)N2CCc3c([nH]c4ccc(Cl)cc34)[C@]12C)C(C)C	3	0	-3
2	C[C@H]1NS(=O)(=O)c2ccc(Br)cc2O[C@H]1c1ccccc1	4	1	-4
3	Nc1ncnc2c1ncn2[C@@H]1O[C@H](CNCC(O)CO)[C@@H](O)[C@H]1O (some centres undefined)	4	38	1
4	C[C@@H]1CC=C[C@@H]2[C@H]1C(=O)N(Cc1ccccc1)[C@H]2c1ccccc1Br	4	2	-2
5	O=C1c2ccccc2[C@@H]2C[C@@H](O)[C@H](Nc3ccccc3Cl)CCN12	9	7	-10
6	COC(=O)[C@H](CC(C)C)NC(=O)Cn1cnc(C(=O)Nc2ccc(C)c(C)c2)n1	9	2	-1
7	CC[C@]12c3[nH]c4cc(-c5ccco5)ccc4c3CCN1C(=O)[C@@H](CC(=O)NCCCn1ccnc1)C[C@@H]2C(=O)N1CCN(C(=O)c2ccco2)CC1	1	0	-7
8	CC[C@]1(C(=O)OC)[C@H]2C(=O)N(Cc3ccccc3)C(=O)[C@H]2[C@H]2CN=C(SCC(=O)c3ccccc3)N21	-29	0	-10
9	Cc1cccc(N2O[C@H]3C=CC2CCCC3)n1	2	0	2
10	COC(=O)[C@@]1(C)[C@H]2C(=O)N(C)C(=O)[C@H]2[C@H]2CN=C(SCc3ccc(Cl)cc3)N21	-17	0	0
11	Cc1ccc(C(=O)NC(Cc2cccc(C(F)(F)F)c2)C(=O)O)cc1 (centres undefined)	-1	1	4
12	CO[C@H]1CC[C@@]2(C)[C@@H](CC[C@@H]3[C@@H]2CC[C@@]2(C)[C@H]3C[C@H](C(=O)O)O[C@]23CCCO3)C1	3	0	1
13	COc1cc2oc(=O)cc(-c3ccc(-c4ccc(F)c(Cl)c4)cc3)c2c(OC)c1OC	-11	1	3
14	O=C1OCCN1C(=O)[C@H]1[C@H](c2ccc([N+](=O)[O-])cc2)C(c2ccc(F)cc2)=NN1c1ccc(Br)cc1	-12	1	6
15	COC(=O)[C@H](Cc1ccc(O)cc1)NC(=O)Cn1cnc2c(NCc3ccccc3)ncnc21	-11	0	-2
16	O=C(Cn1cnc2c(NCc3ccccc3)ncnc21)NCCN1CCOCC1	4	0	-7
17	COc1cc(OC)c2c(-c3cccc(-c4cccc(N)c4)c3)cc(=O)oc2c1	2	1	-7
18	COc1ccc(-c2cccc(-c3cc(=O)oc4cc(OC)c(OC)c(OC)c34)c2)cc1	-1	0	2
19	O=C(N[C@@H]1c2ccccc2CC[C@@H]1OCc1ccccc1)c1ccc(-c2ccccc2)cc1	8	0	4
20	CC[C@]12c3[nH]c4ccc(Cl)cc4c3CCN1C(=O)[C@@H](CC(=O)NCC13CC4CC(CC(C4)C1)C3)C[C@@H]2C(=O)N1CCN(C(=O)C2CC2)CC1	-7	0	-1
21	COc1ccc(-c2noc(CCCC(=O)N3CCN(c4cc(C)ccc4C)CC3)n2)cc1	-1	1	1
22	CCCN=C1N(CC)C[C@@H]2[C@@H]3C(=O)N(Cc4ccccc4)C(=O)[C@@H]3[C@](C)(C(=O)OC)N12	-9	0	0
23	CCOC(=O)C1=CN(Cc2cccc(I)c2)S(=O)(=O)N(C)C1C (centres undefined)	4	0	-2
24	COc1ccc2[nH]c3c(c2c1)CCN1C(=O)C(CC(=O)NCCCN(C)C)C[C@H](C(=O)N2CCOCC2)[C@@]31CCC1CCCC1 (some centres undefined)	1	0	-9
25	O=C(C[C@H]1C[C@H](C(=O)N2CCOCC2)[C@@]2(CCC3CCCC3)c3[nH]c4cc(-c5ccco5)ccc4c3CCN2C1=O)NCC12CC3CC(CC(C3)C1)C2	8	0	0
26	COc1ccc(-c2noc(CCC(=O)N3CCN(c4ccc(Br)cc4)CC3)n2)cc1	3	3	6
27	COC(=O)[C@@]1(Cc2ccccc2)[C@H]2C(=O)N(C)C(=O)[C@H]2[C@H]2CN=C(SCc3ccc(C)cc3)N21	-11	0	-1
28	O=C(O)[C@H]1CC=C[C@H]2CCN(Cc3ccc(Cl)c(Cl)c3)C(=O)[C@@H]12	15	2	-6
29	CC(C)N(C(=O)[C@H]1C[C@H](CC(=O)NCCN2CCOCC2)C(=O)N2CCc3c([nH]c4ccc(Cl)cc34)[C@]12C)C(C)C	0	8	7
30	CCN(CC)C(=O)[C@H]1C[C@H](CC(=O)NCCC2=CCCCC2)C(=O)N2CCc3c([nH]c4cc(CCC(=O)N(C)C)ccc34)[C@]12C	6	0	-1
31	CCOC(=O)C1=CN(Cc2cccc(F)c2)S(=O)(=O)N(C)C1CCc1ccccc1 (centres undefined)	4	2	0
32	CN(C)CCCNC(=O)C[C@H]1C[C@H](C(=O)N2CCCCC2)[C@@]2(C)c3[nH]c4cc(-c5ccco5)ccc4c3CCN2C1=O	0	0	4
33	Cc1ccc(C2/C=C\CC(NC(=O)OCC3c4ccccc4-c4ccccc43)CC(=O)N2Cc2ccccc2)cc1 (centres undefined)	7	0	-7
34	COc1ccc2[nH]c3c(c2c1)CCN1C(=O)C(CC(=O)NCc2ccc(OC)c(OC)c2)C[C@H](C(=O)N2CCOCC2)[C@@]31C (some centres undefined)	-41	1	-8
35	C[C@]12c3[nH]c4cc(-c5ccco5)ccc4c3CCN1C(=O)[C@@H](CC(=O)NCCCn1ccnc1)C[C@@H]2C(=O)N1CCCCC1	-3	52*	-1
36	CC[C@]12c3[nH]c4cc(-c5ccco5)ccc4c3CCN1C(=O)[C@@H](CC(=O)NCCc1ccccn1)C[C@@H]2C(=O)N1CCN(C(=O)C2CC2)CC1	-14	0	-1
37	C1=C[C@H]2CC[C@@H]1N(c1ccccc1)O2	-1	6	-4
38	CN1CCN(S(=O)(=O)NC[C@H]2O[C@@H](n3cnc4c(N)ncnc43)[C@H](O)[C@@H]2O)CC1	-18	0	-2
39	CC[C@]12c3[nH]c4cc(-c5ccco5)ccc4c3CCN1C(=O)[C@@H](CC(=O)NC/C=C(\C)CCC=C(C)C)C[C@@H]2C(=O)N1CCN(C(=O)c2ccco2)CC1	4	4	-4
40	COc1ccc(C2/C=C\CC(NC(=O)OCC3c4ccccc4-c4ccccc43)CC(=O)N2Cc2ccccc2F)cc1 (centres undefined)	-4	4	-2

# Compounds 31–33, quoted:
nr	SMILES	proCasp7 act	GRK2 inh	proCasp3 act
31	CCOC(=O)C1=CN(Cc2cccc(F)c2)S(=O)(=O)N(C)C1CCc1ccccc1 (centres undefined)	4	2	0
32	CN(C)CCCNC(=O)C[C@H]1C[C@H](C(=O)N2CCCCC2)[C@@]2(C)c3[nH]c4cc(-c5ccco5)ccc4c3CCN2C1=O	0	0	4
33	Cc1ccc(C2/C=C\CC(NC(=O)OCC3c4ccccc4-c4ccccc43)CC(=O)N2Cc2ccccc2)cc1 (centres undefined)	7	0	-7

# New compounds follow.
nr	SMILES	proCasp7 act	GRK2 inh	proCasp3 act
41	COc1ccc(-c2cccc([C@H]3[C@@H]4C=CC[C@@H](C)[C@@H]4C(=O)N3Cc3ccccc3)c2)cc1	1	0	-1
42	CCN(CC)C(=O)[C@H]1CC(CC(=O)NCC23CC4CC(CC(C4)C2)C3)C(=O)N2CCc3c([nH]c4ccc(OC)cc34)[C@]12C (some centres undefined)	5	44*	2
43	COc1ccc(-c2ccccc2[C@H]2[C@@H]3C=CC[C@@H](C)[C@@H]3C(=O)N2Cc2ccccc2)cc1	12	5	6
44	CCOC(=O)C1=CN(Cc2ccco2)S(=O)(=O)NC1c1ccc(F)c(Cl)c1 (centres undefined)	5	3	-3
45	COc1ccccc1CNS(=O)(=O)c1ccc(N2CCCC2)cc1Br	3	0	-6
46	COCCCNC(=O)Cn1cnc(C(=O)Nc2ccc(C)c(C)c2)n1	4	0	-1
47	CCOC(=O)C1Oc2ccccc2C(c2ccc(F)cc2)=C1C(=O)OC (centres undefined)	4	0	-1
48	COc1ccc(-c2noc(CCC(=O)N3CCN(c4ccccc4C)CC3)n2)cc1	4	0	0
49	COc1cc2c(c(OC)c1OC)C(c1ccc(O)cc1)CC(=O)O2 (centres undefined)	-5	0	-2
50	COc1ccc(-c2noc(CCC(=O)N3CCC(c4cc(C)ccc4C)CC3)n2)cc1	16	0	0

# 2 of the compounds above, with each value named.
43: COc1ccc(-c2ccccc2[C@H]2[C@@H]3C=CC[C@@H](C)[C@@H]3C(=O)N2Cc2ccccc2)cc1
  proCasp7 act: 12 | GRK2 inh: 5 | proCasp3 act: 6

44: CCOC(=O)C1=CN(Cc2ccco2)S(=O)(=O)NC1c1ccc(F)c(Cl)c1 (centres undefined)
  proCasp7 act: 5 | GRK2 inh: 3 | proCasp3 act: -3

# Later entries.
nr	SMILES	proCasp7 act	GRK2 inh	proCasp3 act
51	COc1cc(C2CC(=O)Oc3cc(C)c(Br)c(C)c32)cc(OC)c1OC (centres undefined)	3	0	-2
52	COc1ccc(CNC(=O)Cn2cnc3c(NCc4ccccc4)ncnc32)cc1	8	1	-1
53	Nc1ncnc2c1ncn2[C@@H]1O[C@H](CNC(=O)[C@H](N)Cc2cscn2)[C@@H](O)[C@H]1O	3	1	-3
54	O=C(N[C@H]1C/C=C\C(c2cccc(F)c2)N(Cc2ccccc2)C(=O)C1)OCC1c2ccccc2-c2ccccc21 (some centres undefined)	-31	13	-2
55	CC(C)N(C(=O)[C@H]1C[C@H](CC(=O)NC(C)(C)C)C(=O)N2CCc3c([nH]c4cc(CCC(=O)N(C)C)ccc34)[C@]12C)C(C)C	13	3	-4
56	CN(C)C(=O)CCc1ccc2c3c([nH]c2c1)[C@]1(CCC2CCCC2)[C@@H](C(=O)N2CCOCC2)C[C@H](CC(=O)NCC24CC5CC(CC(C5)C2)C4)C(=O)N1CC3	14	0	-3
57	CCN1C[C@@H]2[C@@H]3C(=O)N(Cc4ccccc4)C(=O)[C@@H]3[C@](Cc3ccccc3)(C(=O)OC)N2C1=NC1CCCCC1	16	0	1
58	C[C@]12c3[nH]c4ccc(Cl)cc4c3CCN1C(=O)[C@@H](CC(=O)NCc1ccco1)C[C@@H]2C(=O)N1CCOCC1	0	0	4
59	COc1ccc2c(-c3ccc(OCCN4CCCCC4)cc3)c(-c3ccccc3OC)sc2c1	15	0	3
60	COc1ccc(C2CC(=O)Oc3cc(C)cc(C)c32)cc1 (centres undefined)	-2	1	1
61	CCN(CC)C(=O)[C@H]1C[C@H](CC(=O)NCC23CC4CC(CC(C4)C2)C3)C(=O)N2CCc3c([nH]c4cc(CCC(=O)N(C)C)ccc34)[C@]12C	-8	2	1
62	COc1ccc2[nH]c3c(c2c1)CCN1C(=O)C(CC(=O)NCc2ccco2)C[C@H](C(=O)N2CCCCC2)[C@@]31C (some centres undefined)	12	0	-1
63	COc1ccc(N[C@@H]2CCN3C(=O)c4ccccc4[C@@H]3C[C@H]2O)cc1	-2	0	-5
64	Cc1ccc(CNC(=O)Cn2cnc3c(NCc4ccccc4)ncnc32)o1	2	0	-7
65	C[C@H]1C(c2ccc(F)cc2)=NN(c2ccccc2)[C@@H]1CO	-1	0	-2
66	CCOC(=O)C1=CN(Cc2ccco2)S(=O)(=O)N(CC)C1c1ccccc1 (centres undefined)	-12	2	-1
67	CCOC(=O)C1=C(C)N(C[C@@H]2CC[C@@H](Cc3ccc4cc(OC)ccc4c3)O2)C(=O)NC1c1ccccc1 (some centres undefined)	0	0	3
68	CCN1C(=O)[C@H]2[C@H]3CN=C(SCC(=O)c4ccccc4)N3[C@@](CC)(C(=O)OC)[C@H]2C1=O	-22	0	-18
69	O=C1[C@H](c2ccccc2)[C@@H](c2ccccc2)N1c1ccncc1	9	0	-5
70	CCN1C(=O)[C@H]2[C@H]3CN=C(SCC(=O)c4ccccc4)N3[C@@](C)(C(=O)OC)[C@H]2C1=O	-23	1	-16
71	COC(=O)C/C=C/N(Cc1ccccc1OC)S(=O)(=O)CCl	0	0	-8
72	Cc1cc2oc(=O)cc(-c3ccccc3)c2c(C)c1-c1ccc(F)c(Cl)c1	14	5	-3
73	CCN(CC)C(=O)[C@H]1C[C@H](CC(=O)NCc2ccco2)C(=O)N2CCc3c([nH]c4cc(-c5ccco5)ccc34)[C@]12C	4	0	-6
74	C[C@]12c3[nH]c4cc(-c5ccco5)ccc4c3CCN1C(=O)[C@@H](CC(=O)NCCC1=CCCCC1)C[C@@H]2C(=O)N1CCOCC1	-11	0	-10
75	CC[C@H]1C(c2ccc(F)cc2)=NN(c2ccccc2)[C@@H]1CO	2	0	-1
76	COc1cc2oc(=O)cc(-c3cccc(-c4cccc(C)c4)c3)c2c(OC)c1OC	1	0	3
77	COC(=O)[C@H](C(C)C)N(Cc1ccccc1)S(=O)(=O)CCN1CCN(c2ccccc2)CC1	-6	0	-8
78	COC(=O)CCN(Cc1ccccc1)S(=O)(=O)c1ccccc1Br	4	4	0
79	O=C(CCc1ccccc1)N[C@@H]1c2ccccc2CC[C@H]1OCc1ccccc1	-2	2	-7
80	C[C@@H](N)C(=O)NC[C@H]1O[C@@H](n2cnc3c(N)ncnc32)[C@H](O)[C@@H]1O	3	0	-8
81	COc1ccc2c(-c3ccc(OCCN4CCOCC4)cc3)c(-c3ccccc3OC)sc2c1	0	4	6
